Bioassay records from PubChem.
pAkt inh = Akt phosphorylation inhibition; Neuro2A IGF-stimulated pAkt S473 HTRF, 20 min; active compounds read low; activity change, % for hits at 50 µM; hit rate 0.32% among 360,000; AID 651550; in the data active means activity change below about -80%; inconclusive means mostly about -51% to -80%; further: on the % scale 0 is the no-effect control and ±100 the full control effect
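Single-point screen (50 µM final compound) in Neuro2A cells stimulated 20 min with 6 nM IGF at 37 deg C. After lysis, Ser473-phosphorylated Akt read by HTRF (ex 330 nm, em 615/665 nm) as the 665/615 ratio.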
TGFb inhibitor = blocks TGF-b signaling; Potency, µM (highest dose often 46.1 µM), without a hit: top-dose activity, negative = inhibition, actives largely listed as inhibitors; HepG2 CAGA-GFP TGF-b/SMAD3 reporter, GFP fluorescence, 18 h; TGF-beta stimulated, 500 pg/mL final; hit rate 1.2% among 410,000; further: potency means the concentration at half of the fitted maximal effect; on the % scale 0 is the no-effect control and ±100 the full control effect; nearly all actives have a fitted effect of over 65% in size
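Read-out: total well GFP (ex488/em500-530) summed from mean per-cell fluorescence. Cells: HEPG2 CAGA-GFP, 1% FBS DMEM, 18 h at 37 degrees C with 500 pg/mL final TGF-beta. Unstimulated wells served as the full-inhibition control; stimulated DMSO wells = 0%.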
A549 viability = A549 cytotoxicity, counter-screen for Nrf2 inhibitors; AID 504648; hit rate 0.16% among 390,000; Potency, µM (series often up to 46 µM), inactives show top-dose activity change, negative = cytotoxicity, actives largely listed as inhibitors; A549 ARE-Fluc cells, CellTiter-Fluor viability, 18-24 h; further: potency means the concentration at half of the fitted maximal effect; on the % scale 0 is the no-effect control and ±100 the full control effect
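A549 ARE-Fluc cells in 5% FBS OPTI-MEM, 5000 cells/well, rested 2 h then exposed to compounds in concentration-response for 18-24 h at 37 °C. Viability by CellTiter-Fluor fluorescence (Ex 405/Em 525) after 30 min; luciferase luminescence (BugLite, 15 min, RT) read afterwards.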
Nrf2 ARE act = Nrf2 pathway activation. AREc32 ARE-luciferase reporter (MCF7-derived line), luminescence, 24 h. Potency, µM (series often up to 46.1 µM), without a hit: at the top dose activation, hits mostly activators. hit rate 0.31% among 410,000. AID 624171; further: potency means the concentration at half of the fitted maximal effect; % of control where 0% means no effect; nearly all actives have a fitted effect of over 65% in size
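AREc32 cells carrying an ARE-driven firefly luciferase reporter were seeded at 1000 cells/well in OPTI-MEM with 5% FBS, then exposed to compound for 24 hr at 37 deg C. Luminescence was read with Steady-Glo after 30 min at RT.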
CCT chaperon mod = cytosolic chaperonin activity modulation | hit rate 0.3% among 360,000 | activity change, % (no concentration beside the values), hits read low | purified chaperonin ATPase assay, HTRF ADP detection, 30 min; in the data active means activity change below about -30%; further: on the % scale 0 is the no-effect control and ±100 the full control effect
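Enzyme 40 or 20 nM (batch-dependent) in Tris pH 7.4/KCl/MgCl2/DTT; cpd 76 uM single point; ATP 10 uM; 30 min 37 °C; Transcreener ADP HTRF detection, 30 min RT; ratio 665/615.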
Nrf2 block = blocks Nrf2 signaling; Potency, µM (titrated, usually from 46 µM), without a hit: at the highest dose activity change, negative = inhibition, most hits filed as inhibitors; hit rate 2.1% among 360,000; A549 ARE-Fluc reporter, luciferase luminescence, 18-24 h; further: potency means the concentration at half of the fitted maximal effect; on the % scale 0 is the no-effect control and ±100 the full control effect; nearly all actives have a fitted effect of over 60% in size
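A549 ARE_Fluc cells, 5000/well, 5% FBS OPTI-MEM; compounds in dose-response, 18-24 h at 37 °C/5% CO2; CellTiter-Fluor viability read (Ex 405/Em 525), then BugLite luciferase luminescence = Nrf2 activity.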
MmCpn inh = inhibitors of Methanococcus maripaludis chaperonin (MmCpn); purified Mm-Cpn ATPase, ADP Transcreener TR-FRET; Potency, µM (doses to about 76.9 µM), without a hit: at the top dose activity, negative = inhibition, actives largely listed as inhibitors; hit rate 0.031% among 330,000; AID 504842; further: potency means the concentration at half of the fitted maximal effect; on the % scale 0 is the no-effect control and ±100 the full control effect; nearly all actives have a fitted effect of over 80% in size
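Reaction buffer contained 30 mM Tris pH 7.4, 100 mM KCl, 5 mM MgCl2 and 1 mM DTT. Mm-CPN (25 nM final) hydrolysed 10 uM ATP over 30 min at 37°C; ADP was read by HTRF.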
HepG2 viability = HepG2 cytotoxicity, counter-screen for TGF-b inhibitors. AID 588856. HepG2 CAGA-GFP viability, ATP luminescence, 18 h. hit rate 0.76% among 410,000. Potency, µM (doses to about 46.1 µM), without a hit: at the top dose activity change, negative = cytotoxicity, usual class: cytotoxic; further: potency means the concentration at half of the fitted maximal effect; some results filed as inactive show a strong effect at the top dose
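CellTiter-Glo luminescence gave cytotoxicity after 18 hours at 37 degrees C. The cells were HepG2 CAGA-GFP in 1% FBS DMEM, stimulated with 500 pg/mL TGF-beta after compound addition. %Activity was normalised to no-cell wells (complete cell-killing) and DMSO (no toxicity), and curves were fitted and classified.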
Abeta yeast res = restores growth of yeast expressing A-beta42 peptide | yeast expressing A-beta42, growth rescue, OD600, 48 h; response scale: 0% DMSO, 100% iron-clioquinol control | Potency, µM (highest dose often 46.1 µM), without a hit: at the top dose growth rescue, hits mostly activators | hit rate 0.063% among 410,000 | AID 1347071; further: potency means the concentration at half of the fitted maximal effect; nearly all actives have a fitted effect of over 55% in size
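Yeast growth medium received pinned compounds, then yeast cells expressing toxic A-beta were added; plates incubated at 30 C for 48 hr. Growth read as absorbance at 600 nm, normalized to DMSO and equimolar FeCl3 plus clioquinol controls.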
* hit, by the source's call; i = inactive; ? = inconclusive; / = no result given; & = joins results of further samples; [ ] = another dose, or the depositor's remark. Unless noted, the call rests on the fitted dose curve; in most records, active means well fitted curve in the direction sought with a large enough effect; inconclusive means small, poorly fitted or top-dose-only effect, or another doubt; inactive means no such curve, though single readings can be large; an effect the other way counts as inactive or inconclusive.

SMILES | CCT chaperon mod | MmCpn inh | HepG2 viability | pAkt inh | Abeta yeast res | Nrf2 block | TGFb inhibitor | Nrf2 ARE act | A549 viability
CCCC1C(c2ccc(OC)cc2)C(C#N)(C#N)C2(C#N)CC1(N)NC2=O (stereo unspecified) | -1.3 | 1% | 5% | i | -5% | -4% | 3% | 0.1% | -1%
COc1ccc(NC(=O)CCc2c(C)nc3c(c2C)c(=O)n(C)c(=O)n3C)cc1OC | / | / | -2% | / | -9% | 6% | -5% | -0.2% | 0%
CC(=O)c1cccc(NS(=O)(=O)c2cc3c(cc2C)N(C(C)=O)CCO3)c1 | -0.6 | 0% | 4%&-34% | i | -2%&-12% | 18µM* | 16%&-7% | -0.9%&0.0% | ?
CCOc1ccc(CN2CCN(C(=O)c3ccccc3)CC2)cc1 | -0.7 | -2% | 11% | i | -29% | ? | 0% | 0.1% | -9%
CCn1c(CCC(N)=O)nnc1SCC(=O)c1cc(C)n(C2CC2)c1C | -1.6 | 0% | -3% | i | -3% | 7% | 4% | -1.1% | -3%
COc1ccc(C(=O)Nc2ccc(Cl)c(S(=O)(=O)N3CCOCC3)c2)cc1 | 1.1 | 1% | -3% | i | 27% | 9.2µM* | -11% | 2.6% | -14%
Cc1ccc(C(C(=O)NC2CCCC2)N2CCCCC2)cc1 (stereo unspecified) | -1.0 | 0% | -30% | i | 5% | -1% | 0% | -0.2% | -2%
COc1cc(-c2[nH]nc3c2C(c2ccco2)C(C#N)=C(N)O3)cc(OC)c1OC (stereo unspecified) | -4.5 | -1% | -36% | i | 1% | -8% | -8% | ? | 0%
c1ccc(-c2nc(NCC3CCCO3)c3ccccc3n2)nc1 (stereo unspecified) | 1.5 | 0% | -25% | / | 0% | ? | -16% | -1.3% | -4%
O=C(CSCc1cccc(Cl)c1)N1CCN(Cc2ccc3c(c2)OCO3)CC1 | 2.1 | -2% | -11% | i | -6% | -23% | -24% | -0.5% | -9%
O=C(NC1CCCCC1)C(c1cccnc1)N(CCc1ccccc1)C(=O)Cc1cccs1 (stereo unspecified) | -1.5 | -17% | 2% | i | 18% | 11% | 10% | -0.2% | 3%
O=C(CCn1nc(-c2ccccc2)c2ccccc2c1=O)N1CCN(c2ccccc2)CC1 | 1.1 | -1% | -33% | i | -24% | 1% | -1% | 0.5% | -3%
COc1ccc(CCNC(=O)C2=C(C)C(=O)OC23CCCCC3)c(OC)c1 | / | / | -2% | / | 4% | 4% | / | 4.3% | -3%
COc1ccc(CNC(=O)[C@H](C)NC(=O)C2CCN(C(=O)[C@@H](N)CCSC)CC2)cc1 | 0.5 | -4% | 9% | i | -5% | 4% | 0% | -0.6% | -17%
COc1cccc(NC(=O)c2ccccc2NS(C)(=O)=O)c1 | -0.2 | 2% | -4% | i | -8% | -10% | -17% | -0.2% | -26%
C/C=C\C(=O)Nc1cccc(C2=NOC3(C2)C[C@H](C(N)=O)N(C(=O)Cc2ccc([N+](=O)[O-])cc2)C3)c1 (stereo partly specified) | -2.1 | 3% | -2% | i | -4% | 9% | 3% | -0.4% | 0%
CCOc1ccc(S(=O)(=O)N2CCN(c3c(C)cccc3C)CC2)c2ccccc12 | / | / | -10% | / | -7% | 4% | 4% | -1.8% | 2%
COc1ccc(/C=N\NC(=O)c2ccc(F)cc2)cc1COc1cc(F)ccc1[N+](=O)[O-] | 1.1 | -16% | -27% | i | 1% | ? | ? | 7.7% | -10%
O=C(NCc1cccnc1)C(=O)Nc1ccc([N+](=O)[O-])cc1 | -1.5 | 1% | -14% | i | 9% | 14% | 7% | 3.8% | 2%
O=C(Nc1ccccc1N1CCCCC1)c1cccc([N+](=O)[O-])c1 | 0.4 | -2% | 0% | i | -70%[inhibitor] | -69% | -10% | 4.1% | 1%
CCOc1ccc(NC(=O)CN(C)C(=O)CCNC(=O)c2ccco2)cc1OCC | -0.3 | 0% | -2% | i | 11% | 9% | 7% | -0.6% | -2%
O=S(=O)(c1ccc(Cl)cc1)N1CCC2(CC1)OCCN2S(=O)(=O)c1cccs1 | 0.2 | 0% | 0% | i | 7% | ? | -18% | 0.4% | 0%
O=C(NCCc1ccccc1)c1cc(-c2ccccc2)c(N2CCOCC2)s1 | 0.0 | / | -2% | i | 8% | 21% | ? | 0.9% | 0%
CSc1ccc(/C=C(/NC(=O)c2ccccc2)C(=O)NCCCn2ccnc2)cc1 | 0.8 | 0% | -30% | i | 3% | 22% | -3% | -1.0% | 0%
O=C(CCC(=O)Nc1ccccc1Cl)NNC(=S)Nc1ccccc1C(F)(F)F | -0.9 | 1% | 9% | i | -5% | 10% | 13% | 0.2% | -3%
Cc1nn(CCCC(=O)O)c(C)c1[N+](=O)[O-] | -3.3 | 0% | 1% | i | -2% | -3% | 0% | -0.6% | 1%
Cc1cc(C)nc(Nc2ccc(Br)cc2C(=O)O)n1 | -1.1 | -6% | -19% | i | -2% | -3% | 0% | -0.7% | -1%
CC1(C)CC(=O)C2=C(C1)NCN(Cc1ccccc1)C2 | -1.1 | -1% | -26% | i | 14% | 16% | -4% | -0.5% | ?
Cc1ccc2nc3sc(C(=O)N4CCCc5ccccc54)c(N)c3cc2c1 | -1.5 | 1% | -12% | i | 11% | ? | 5% | 1.7% | ?
O=C(Oc1ccccc1Cl)c1ccc(N2CCOCC2)c([N+](=O)[O-])c1 | -1.4 | 3% | 0% | i | -6% | -5% | 6% | -2.0% | -3%
COc1cc2c3c(c1OC)C1(C=CC(=NO)C=C1)CC3N(C(C)=O)CC2 (stereo unspecified) | 2.2 | 0% | 4% | i | 19% | 4% | 3% | -0.5% | -4%
COc1ccc(C2C(C#N)=C(N)Nc3onc(C(C)(C)C)c32)c(OC)c1 (stereo unspecified) | -1.5 | 1% | -2% | i | 7% | 5% | -28% | 2.0% | -1%
O=C(NCCc1csc(-c2cccnc2)n1)c1cccc(C(F)(F)F)c1 | / | / | -36% | / | -11% | / | -13% | -0.4% | -5%
Cc1ccc(-c2csc3ncn(CC(=O)N4CCOCC4)c(=O)c23)cc1 | 0.5 | 2% | -16% | i | -12% | -2% | 12% | 0.0% | -1%
N#CCSc1nc2c(c(=O)n1Cc1ccco1)C1(CCCC1)Cc1ccccc1-2 | -1.5 | -5% | -3% | i | -4% | 11% | ? | 4.2% | -11%
Oc1c(Br)cc(/C=N/Nc2ccc(Cl)nn2)cc1Br | -1.0 | -1% | 5% | i | -29% | -7% | 4% | 9.0% | 0%
COc1ccc(-n2c(C)cc(/C=C3\SC(=S)N(Cc4ccco4)C3=O)c2C)cc1 | -0.5 | -3% | 0% | i | 9% | 7% | 23% | 4.8% | -10%
Cc1cc(NC(=NC2CC2)c2ccccc2F)n(-c2ccccc2)n1 | 1.5 | -2% | -26% | i | 10% | -22% | -16% | -0.9% | 7%
O=C(Nc1ccccc1)N1CCCCC1c1cccnc1 (stereo unspecified) | -0.5 | 0% | 15% | i | 18% | 7% | -7% | -0.2% | 3%
CC1=C(C(N)=O)C(c2ccccc2Br)n2ncnc2N1 (stereo unspecified) | / | / | -2% | / | -18% | / | 31%[activator] | -0.7% | 0%

Reformatted: 3 of the compounds above.
> Cc1ccc2nc3sc(C(=O)N4CCCc5ccccc54)c(N)c3cc2c1
  CCT chaperon mod: -1.5; MmCpn inh: 1%; HepG2 viability: -12%; pAkt inh: i; Abeta yeast res: 11%; Nrf2 block: ?; TGFb inhibitor: 5%; Nrf2 ARE act: 1.7%; A549 viability: ?

> O=C(Oc1ccccc1Cl)c1ccc(N2CCOCC2)c([N+](=O)[O-])c1
  CCT chaperon mod: -1.4; MmCpn inh: 3%; HepG2 viability: 0%; pAkt inh: i; Abeta yeast res: -6%; Nrf2 block: -5%; TGFb inhibitor: 6%; Nrf2 ARE act: -2.0%; A549 viability: -3%

> COc1cc2c3c(c1OC)C1(C=CC(=NO)C=C1)CC3N(C(C)=O)CC2 (stereo unspecified)
  CCT chaperon mod: 2.2; MmCpn inh: 0%; HepG2 viability: 4%; pAkt inh: i; Abeta yeast res: 19%; Nrf2 block: 4%; TGFb inhibitor: 3%; Nrf2 ARE act: -0.5%; A549 viability: -4%

More results
SMILES | CCT chaperon mod | MmCpn inh | HepG2 viability | pAkt inh | Abeta yeast res | Nrf2 block | TGFb inhibitor | Nrf2 ARE act | A549 viability
CC(C)(O)C#Cc1ccc(C(=O)N2CCCC2C(=O)O)s1 (stereo unspecified) | 1.8 | 0% | -1% | i | 21% | / | -34% | -0.7% | 10%
Cc1ccc(-n2c(COc3ccccc3)nnc2SCC(=O)O)cc1 | -0.1 | / | 5% | i | -12% | / | 2% | -0.4% | /
Cc1cc(C)n2c(C)nnc2c1 | 0.3 | 0% | 3% | i | -2% | -3% | 24% | -0.7% | 2%
N#Cc1cccnc1N1CCN(C(=O)c2cccc3c2C(=O)c2ccc(-c4ccc(F)cc4OCc4ccccc4)cc2S3(=O)=O)CC1 | -0.7 | 1% | -14% | i | 6% | 15% | -9% | 2.5% | -6%
O=C(C1CCN(S(=O)(=O)c2c(Cl)cccc2Cl)CC1)N1CCCCCCC1 | -0.7 | -3% | -19% | i | 10% | 1% | -14% | -0.4% | 0%
CCn1c(COc2ccc(=O)n(-c3ccccc3)n2)nnc1SCc1ccccc1 | 0.0 | 1% | 6% | i | 9% | -27% | ? | -0.3% | 4%
O=C(NC1CCN(Cc2ccccc2)CC1)c1ccc(Cn2c(=O)c3ccccc3n(Cc3ccccc3)c2=O)cc1 | / | / | -7% | / | -10% | -3% | -9% | -0.8% | -1%
